Compound activity as filed in PubChem BioAssay.
Giardia kill = kills Giardia lamblia; actives 0.15% (n = 340,000); activity change, % at 7.66 µM, hits read low; AID 540267; Giardia lamblia trophozoite viability; in the data active = activity change below about -80%; inconclusive = between about -30% and that limit;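 note: parasites exposed to compound for two days anaerobically before the ATP read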
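Each well holds 100 Giardia trophozoites and compound. After two days (48 hrs) at 37 deg C in anaerobic conditions, ATP is quantified by luminescence.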
Chronic BCR inh = inhibitors of chronic active B-cell receptor signaling; ABC-DLBCL IkBa-CBG/CBR reporter, luminescence ratio, 4 h; Potency, µM (titrated, usually from 46.1 µM), for the others: at the highest dose ratio change, negative = lower green/red ratio, hits mostly inhibitors; actives 0.05% (n = 340,000); AID 493014; active = well fitted inhibition curve with a large enough effect in the signal ratio, with a control signal flat, not every such curve was filed as active; inconclusive = small, poorly fitted or top-dose-only effect, or effect the other way, or a change in a side signal; the % refers to the signal ratio;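 note: potency is the fitted concentration of half-maximal effect; plate controls were basal doxycycline-induced cells for no effect and cells given 10 µM MG132 for full effect; MG132 reads +100%, hits lower the ratio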
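TMD8 ABC-DLBCL cells carrying doxycycline-inducible green luciferase fused to IkappaBalpha plus unfused red luciferase were exposed to compounds (up to 46 uM) for 4 hrs at 37C. Activity came from the overlap-corrected green/red luminescence ratio.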
PKM2 activator = activators of human pyruvate kinase M2. AID 1631. P14618. Potency, µM (top dose mostly 57.5 µM), for the others: at the top dose activation, actives largely listed as activators. actives 0.34% (n = 260,000). purified PKM2, Kinase-Glo ATP luminescence, activation; response scale: 0% is enzyme alone, no compound; note: potency is the fitted concentration of half-maximal effect; nearly all actives have a fitted effect of over 55% in size
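hPK-M2, >95% pure; 0.1 mM ADP / 0.5 mM PEP final; imidazole pH7.2 buffer w/ 7 mM MgCl2, 50 mM KCl; 1 h RT; Kinase-Glo lum. Intermediate enzyme activity for dual inhibitor/activator qHTS.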
GALK inhibitor = galactokinase (human) inhibition | P51570 | Purified GALK, Kinase-Glo residual ATP luminescence | Potency, µM (series often up to 57.5 µM), for inactives: top-dose activity change, negative = inhibition, hits mostly inhibitors | actives 0.007% (n = 270,000) | AID 1868; note: potency is the fitted concentration of half-maximal effect
Target sequence (P51570 whole entry, looked up): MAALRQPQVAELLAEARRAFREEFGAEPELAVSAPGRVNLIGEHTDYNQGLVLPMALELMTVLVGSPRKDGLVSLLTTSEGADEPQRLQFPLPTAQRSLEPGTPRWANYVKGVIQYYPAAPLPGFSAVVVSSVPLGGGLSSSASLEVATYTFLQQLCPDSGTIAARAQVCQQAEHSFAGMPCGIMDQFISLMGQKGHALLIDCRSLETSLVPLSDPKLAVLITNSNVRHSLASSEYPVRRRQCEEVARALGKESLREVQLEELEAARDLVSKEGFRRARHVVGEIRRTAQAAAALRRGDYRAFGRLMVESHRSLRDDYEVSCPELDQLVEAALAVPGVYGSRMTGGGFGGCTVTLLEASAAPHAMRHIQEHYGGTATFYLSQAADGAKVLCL
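Luminescence from leftover ATP (Ultra-Glo luciferase/luciferin) served as read-out after a 1 h room-temperature reaction of 5 nM GALK with 35 uM ATP and 100 uM galactose.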
uPA surface inh = blocks generation of uPA at the cell surface | AID 540303 | Potency, µM (doses to about 38.3 µM), without a hit: at the highest dose activity change, negative = inhibition, most hits filed as inhibitors | cell surface uPA generation assay, qHTS | actives 0.31% (n = 330,000); active = well fitted inhibition curve with a large enough effect; inconclusive = small, poorly fitted or top-dose-only effect; inactive = no such curve, though single readings can be large or run the other way; tested in mouse RAW 264.7 cells; note: potency is the fitted concentration of half-maximal effect; nearly all actives have a fitted effect of over 55% in size
B2AR arrestin = recruits beta-arrestin to the human beta2-adrenergic receptor; P07550; AID 492947; beta-arrestin recruitment to beta2AR, cell-based reporter; actives 0.02% (n = 330,000); Potency, µM (series often up to 46.1 µM), without a hit: at the highest dose activation, most hits filed as activators;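 note: potency is the fitted concentration of half-maximal effect; 0% = DMSO controls and full agonism = EC100 isoproterenol or metaproterenol; nearly all actives have a fitted effect of over 65% in size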
USP2a inh = USP2a (human) protease inhibition | O75604 | AID 463254 | Potency, µM (series often up to 38.3 µM), for inactives: at the highest dose activity change, negative = inhibition, hits mostly inhibitors | actives 0.01% (n = 330,000) | USP2 core, Ub-CHOP2 coupled fluorogenic reporter, 485/531;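 note: potency is the fitted concentration of half-maximal effect; plate controls were DMSO wells for no effect and full inhibition by NEM control for full effect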
Target sequence (O75604 whole entry, looked up): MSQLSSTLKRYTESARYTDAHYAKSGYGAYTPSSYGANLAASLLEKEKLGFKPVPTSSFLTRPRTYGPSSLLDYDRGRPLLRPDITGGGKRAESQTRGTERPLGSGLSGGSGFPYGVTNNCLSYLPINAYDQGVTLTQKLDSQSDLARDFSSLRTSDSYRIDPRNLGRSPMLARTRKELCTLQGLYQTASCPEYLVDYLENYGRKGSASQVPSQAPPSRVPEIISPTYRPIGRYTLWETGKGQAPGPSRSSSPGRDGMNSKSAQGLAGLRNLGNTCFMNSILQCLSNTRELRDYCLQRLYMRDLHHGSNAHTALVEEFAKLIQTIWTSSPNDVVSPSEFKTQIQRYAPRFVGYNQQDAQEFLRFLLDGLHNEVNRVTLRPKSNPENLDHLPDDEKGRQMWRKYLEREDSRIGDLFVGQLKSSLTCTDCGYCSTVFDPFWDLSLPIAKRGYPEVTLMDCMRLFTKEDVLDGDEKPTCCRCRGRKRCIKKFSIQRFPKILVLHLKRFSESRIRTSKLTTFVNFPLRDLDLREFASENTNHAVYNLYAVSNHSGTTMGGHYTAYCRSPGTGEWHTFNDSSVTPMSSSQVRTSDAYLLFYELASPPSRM
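Deubiquitinase activity read as fluorescence (485/531 nm) after Ub-CHOP2 cleavage activates the enterokinase reporter on its substrate; USP2 core 10nM, Ub-CHOP2 and substrate 25nM each, 30min compound preincubation then 60min RT; data normalized to NEM, curves fitted.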
KCNH2 WT inh = KCNH2 (human, wildtype) channel inhibition; Q12809; U2OS, BacMam KCNH2, thallium flux FluxOr; stronger effect = lower value; activity change, % at 1.84 µM; actives 0.37% (n = 340,000);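 active = maximum activity change below -70%; inconclusive = maximum activity change between -70% and -50%; inactive = maximum activity change above -50%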
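U2OS cells transduced with wild-type KCNH2 virus are loaded with FluxOr dye for 45 min, and thallium flux is measured in kinetic reads before and after stimulation buffer. Rate constants are normalized to DMSO controls.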
KCNH2 3.1 inh = blocks the human KCNH2 3.1 channel isoform; activity change, % (tested at about 1.8 µM); actives 0.95% (n = 340,000); U2OS KCNH2 3.1, thallium flux FluxOr; stronger effect = lower value;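 active = maximum activity change below -70%; inconclusive = maximum activity change from -70% to -50%; inactive = maximum activity change above -50%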;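 note: thallium influx rate constant from kinetic fluorescence after stimulation buffer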
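Measured as rate of thallium-driven FluxOr signal in transduced U2OS cells carrying the 3.1 channel, read kinetically for 2 min upon stimulation; values are rate constants scaled to DMSO control wells.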
Eya2 inh = Eya2 (human) phosphatase inhibition. recombinant Eya2, OMFP fluorescence dephosphorylation (OMFP is methylfluorescein phosphate). actives 0.006% (n = 330,000). O00167. Potency, µM (top dose mostly 76.9 µM), without a hit: top-dose activity, negative = inhibition, most hits filed as inhibitors; note: potency is the fitted concentration of half-maximal effect
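Eya2 protein (added as 0.2 uM solution) was preincubated with compound for 10 min at ambient temperature in 50 mM HEPES pH 7.5, 50 mM NaCl, 5 uM MgCl2, 0.05% BSA, 1 mM DTT. OMFP (added at 50 uM) then reacted 10 min; fluorescence read at 485/525 nm.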
Coupling enz = inhibits coupling enzyme system, counter-screen for aldolase hits. coupling enzyme system counterscreen, AmpLite Red fluorescence. activity change, negative = inhibition, % at 58.2 µM, hits read low. actives 0.67% (n = 290,000); in the data active = activity change below about -30%
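Compounds tested against the coupling enzymes alone at 57.5 uM final; readout was AmpLite Red fluorescence (525/598 nm) after 20 min at RT.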
Numbers without * were called inactive; ? = inconclusive; / = not tested or not shown; & = joins results of further samples; [ ] = remark or other dose. Unless noted, calls come from the whole dose curve; as a rule, active = well fitted curve in the direction sought with a large enough effect; inconclusive = small, poorly fitted or top-dose-only effect, or another doubt; inactive = no such curve, though single readings can be large; an effect the other way counts as inactive or inconclusive. Unless noted, % is set by controls: 0 for no effect and ±100 for the full control effect.

item	compound	Giardia kill	Chronic BCR inh	PKM2 activator	GALK inhibitor	uPA surface inh	B2AR arrestin	USP2a inh	KCNH2 WT inh	KCNH2 3.1 inh	Eya2 inh	Coupling enz
1	CC1Cc2ccccc2N1C(=O)CN1C(=O)COc2ccccc21 (configuration not stated)	1	2%	0%	/	1%	0.0%	3%	2	1	-8%	3
2	Cc1cccn2cc(CNC(=O)c3ccc(Br)o3)nc12	2	-8%	10%	-2%	11%	-0.3%	3%	8	15	-5%	5
3	CCN(CC)S(=O)(=O)c1cccc(NC(=O)COC(=O)C2CC3C=CC2C3)c1 (configuration not stated)	6	-13%	3%	0%	-18%	-0.3%	-4%	1	-1	1%	-5
4	O=C(CSc1ccc(Cl)cc1)NCC1CCCO1 (configuration not stated)	-19	16%	1%	1%	0%	0.0%	8%	2	-8	-9%	4
5	CCCC(=O)Nc1nc(-c2ccc(OC)cc2)cs1	-1	?	1%	-1%	7%	-0.9%	3%	-1	22	-6%	-1
6	CN(C)C(CNC(=S)Nc1ccc(F)cc1)c1cccnc1 (configuration not stated)	8	0%	4%	1%	0%	-0.1%	13%	1	7	10%	1
7	Cc1ccc(SCc2[nH]nc3c2C2(C(=O)Nc4ccc([N+](=O)[O-])cc42)C(C#N)=C(N)O3)cc1 (configuration not stated)	8	-4%	-2%	2%	/	-0.2%	0%	4	0	28%	-15
8	CCn1c(CSCc2ccccc2)n[nH]c1=S	-13	1%	7%	11%	-3%	-0.5%	0%	-2	5	7%	2
9	C#CCn1c(=NC(=O)CSC(C)=O)sc2cc(F)ccc21	-4	?	1%	0%	-12%	?	-1%	-2	-2	-3%	7
10	c1ccc(C2=Nn3c(Cn4nnc5ccccc54)nnc3SC2)cc1	-3	?	3%	6%	0%	-0.5%	-2%	1	-3	16%	-14
11	O=C(Nc1n[nH]c(C(F)(F)F)n1)c1cccs1	-22	2%	-1%	1%	2%	0.5%	1%	-3	10	-12%	3
12	CN(C)CCCNc1nc(-c2ccccc2)nc2ccccc12	-6	4%	3%	0%	-1%	-0.6%	0%	4	-2	4%	-28
13	CN1CCN(C(=O)c2cc3nc(-c4ccccc4)cc(C(F)(F)F)n3n2)CC1	15	/	7%	-3%	1%	/	/	8	16	/	1
14	O=C(COc1ccc(Br)cc1)Nc1ccccc1C(=O)NC1CC1	4	4%	/	/	-1%	-0.7%	4%	-1	-12	10%	/
15	O=C(COc1ccc(Cl)cc1)N(Cc1ccco1)C1CCS(=O)(=O)C1 (configuration not stated)	19	-23%	2%	1%	-6%	-0.3%	0%	-8	-7	-23%	0

Looked up above:
Reading for CCn1c(CSCc2ccccc2)n[nH]c1=S under PKM2 activator: 7%
Reading for O=C(COc1ccc(Cl)cc1)N(Cc1ccco1)C1CCS(=O)(=O)C1 (configuration not stated) under PKM2 activator: 2%
Reading for CCN(CC)S(=O)(=O)c1cccc(NC(=O)COC(=O)C2CC3C=CC2C3)c1 (configuration not stated) under uPA surface inh: -18%
Reading for O=C(CSc1ccc(Cl)cc1)NCC1CCCO1 (configuration not stated) under KCNH2 3.1 inh: -8
Reading for C#CCn1c(=NC(=O)CSC(C)=O)sc2cc(F)ccc21 under uPA surface inh: -12%
Reading for O=C(COc1ccc(Br)cc1)Nc1ccccc1C(=O)NC1CC1 under Giardia kill: 4

The results go on:
item	compound	Giardia kill	Chronic BCR inh	PKM2 activator	GALK inhibitor	uPA surface inh	B2AR arrestin	USP2a inh	KCNH2 WT inh	KCNH2 3.1 inh	Eya2 inh	Coupling enz
16	CCOC(=O)c1cc(NC(=O)COC)ccc1O	/	18%	1%	0%	/	-1.1%	3%	/	/	-2%	-1
17	CCCN1C(=S)SC(C)(C)C1/[N+]([O-])=C/c1ccc(S(=O)(=O)NC)cc1 (configuration not stated)	-7	1%	7%	-1%	-1%	-0.7%	4%	3	15	-3%	-1
18	CCN1CCN(C(=O)CN2C(=O)COc3ccc(C)cc32)CC1	34[activator]	3%	/	3%	-1%	-2.3%	2%	18	8	-17%	0
19	COC(=O)c1ccc(COC(=O)C(CCS(C)(=O)=O)N2C(=O)c3ccccc3C2=O)cc1 (configuration not stated)	-18	6%	1%	0%	-2%	-0.1%	2%	0	14	3%	1
20	Cc1nc2cc(N)ccc2n1C1CCCCC1	64[activator]	1%	1%	-1%	?	-0.3%	2%	2	-1	-1%	-6
21	CCN(CC)S(=O)(=O)c1ccc(C(=O)Nc2cc(C)on2)cc1	-13	10%	/	-1%	1%	-0.4%	2%	-6	31	9%	2
22	COc1ccc2nccnc2c1[N+](=O)[O-]	9	-7%	0%	-1%	1%	0.0%	-4%	0	6	-6%	0
23	CCOC(=O)c1c(N)n(CCOC(=O)c2cccs2)c2nc3ccccc3nc12	-3	?	6%	8%	8%	-0.9%	4%	-1	-1	3%	-16
24	Cc1ccc(S(=O)(=O)NCc2ccccc2)cc1C(=O)N1CCCC(C(F)(F)F)C1 (configuration not stated)	-3	4%	/	/	1%	0.2%	0%	3	18	8%	/
25	COc1ccc(OCC(=O)Nc2ccc3nc(C)sc3c2)cc1	0	?	1%	10%	-4%	0.0%	0%	-5	12	5%	-1
26	COc1cc(OC)cc(C(=O)N2CCCc3ccccc32)c1	5	-2%	1%	-1%	-14%	0.4%	4%	-15	-6	-3%	5
27	CCN(C(=O)c1ccc(NC(C)=O)cc1)c1ccccc1	-6	13%	-1%	-2%	/	0.3%	3%	3	5	15%	5
28	CCCCNc1c(-c2ccc(-c3cccc(Cl)c3)cc2)nc2ccc(Cl)cn12	9	?	/	/	16%	0.1%	2%	2	-5	12%	/
29	CSc1nnnn1-c1ccc(C(=O)O)cc1	4	0%	-7%	0%	6%	0.3%	-1%	0	0	-1%	-1
30	Cc1ccccc1NC(=O)c1cc[n+]([O-])cc1	-2	-1%	5%	11%	1%	0.2%	0%	1	6	8%	-2
31	Cn1c(=O)c2c(nc(Cc3ccccc3)n2C)n(C)c1=O	-2	?	4%	0%	4%	-1.2%	0%	8	8	-23%	-2
32	CCN1C(=NCCN2CCOCC2)N[C@@H](CCc2ccccc2)C(C(=O)OC)=C1C	/	5%&-1%	0%&0%	/	/	0.1%&0.0%	0%&2%	/	/	7%&-3%	-2&1
33	COc1ccccc1NC(=O)Nc1cccc(C)n1	24	?	-5%	0%	?	0.5%	-1%	10	7	3%	3
34	Cc1ccc(Nc2cc(C)nc3ncnn23)c(C)c1	7	-14%	-1%	-6%	-2%	0.2%	-1%	1	1	0%	0
35	CCc1nc(SCc2ccc(OCC(C)C)cc2)n[nH]1	5	?	0%[11.5 µM]	-1%	-8%	0.0%	-1%	17	6	-1%	1
36	CC12CCC(C(=O)NNc3ccccc3)(C(=O)C1=O)C2(C)C (configuration not stated)	-3	4%	0%	4%	7%	-0.2%	5%	1	-10	-12%	2
37	CCOc1ccc(-n2c(SCC(=O)Nc3ccc(CC)cc3)nc3n[nH]c(C)c3c2=N)cc1	-19	?	4%	-1%	-5%	-0.2%	0%	2	-3	-12%	3
38	Cc1cc(C)cc(C(=O)Nc2cccnc2)c1	-11	7%	-3%	3%	-1%	-0.3%	-2%	-3	0	7%	-1
39	Cc1nc2ccc(S(=O)(=O)NCC(=O)N3CCc4ccccc4C3)cc2s1	11	5%	10%	-2%	3%	-0.2%	-1%	2	0	7%	1
40	CCCCNC(=O)c1cc(-c2ccc(F)cc2)on1	-3	?	-5%	2%	/	2.2%	-8%	-1	2	-6%	0

Full records, looked up by structure. Order of screens: Giardia kill, Chronic BCR inh, PKM2 activator, GALK inhibitor, uPA surface inh, B2AR arrestin, USP2a inh, KCNH2 WT inh, KCNH2 3.1 inh, Eya2 inh, Coupling enz
Cc1cc(C)cc(C(=O)Nc2cccnc2)c1 reads -11, 7%, -3%, 3%, -1%, -0.3%, -2%, -3, 0, 7%, -1
CCCCNC(=O)c1cc(-c2ccc(F)cc2)on1 reads -3, ?, -5%, 2%, /, 2.2%, -8%, -1, 2, -6%, 0
